Compound activity as filed in PubChem BioAssay.
Htt clearance: mutant huntingtin protein clearance | HeLa Exon1htt(103Q)mCFP, aggregate imaging; zero = plate's median compound well | inhibition, % at 1.5 µM | 0.42% of 47,000 active;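 active = inhibition of aggregate fluorescence above about 70%, also judged a hit by eye on the cell image, limit read from the data, passing the limit was not always enough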;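 also: cells exposed to compound for three days before fixation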
Htt clearance grain fraction: further read-out of Htt clearance, marked with its call; fraction fluorescence in grains; measured here: aggregate grain fluorescence fraction; stronger effect = lower value;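 scaled fraction of total cell fluorescence in grains with unit not stated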
* marks the source's active call; other numbers are inactive results. An excerpt. The share of hits here may be higher or lower than overall.

The opening 15 compounds, to show the layout:
SMILES | Htt clearance | Htt clearance grain fraction
Cc1ccc2c(c1)NC(=O)C(CC(=O)NCCN(CC(C)C)CC(C)C)O2 (configuration not stated) | -12 | 38
O=C(CCS(=O)(=O)Cc1ccccc1)N1CCc2ccccc2C1 | -28 | 20
Cc1cc(C(F)F)n2nc(C(=O)Nc3cccc(C(F)(F)F)c3)nc2n1 | 66 | 6
CCOc1cccc(Oc2ccc(C(F)(F)F)cn2)c1 | -21 | 24
CC1C(c2ccccc2)N(C)CCC12NC(=O)NC2=O (configuration not stated) | 25 | 14
CCNc1oc(COc2ccccc2F)nc1C#N | 21 | 16
CC(CC1C(C#N)=C(N)SC(N)=C1C#N)c1ccccc1 (configuration not stated) | -82 | 40
COC(=O)CCC(=O)Nc1ccc(S(=O)(=O)N2CCCCCC2)cc1 | 33 | 30
COCCNC(=O)c1ccc(N(C)S(=O)(=O)c2ccc(OC)c(OC)c2)cc1 | 57 | 8.6
O=C1OCCC1Sc1nnc(-c2ccc3c(c2)OCO3)n1-c1ccccc1 (configuration not stated) | -12 | 23
Cn1c(=O)[nH]c(=O)c2c1nc(CN1CCN(c3ccc(F)cc3)CC1)n2CCCc1ccccc1 | -37 | 28
CCOc1cccc(N2C(=O)CC(N(CCc3ccc(OC)c(OC)c3)C(=O)CC)C2=O)c1 (configuration not stated) | 32 | 13
O=C(Nc1ccc(NC(=O)C2CC2)nc1)c1ccccn1 | -3 | 45
Cc1ccc(Cl)cc1N1CCN(Cc2nc3c(c(=O)[nH]c(=O)n3C)n2CCc2ccccc2)CC1 | -34 | 27
CN(Cc1nc2ccccc2c(=O)[nH]1)CC(O)COCc1ccco1 (configuration not stated) | -20 | 41

The listing, from the start:
SMILES | Htt clearance | Htt clearance grain fraction
Cc1ccc2c(c1)NC(=O)C(CC(=O)NCCN(CC(C)C)CC(C)C)O2 (configuration not stated) | -12 | 38
O=C(CCS(=O)(=O)Cc1ccccc1)N1CCc2ccccc2C1 | -28 | 20
Cc1cc(C(F)F)n2nc(C(=O)Nc3cccc(C(F)(F)F)c3)nc2n1 | 66 | 6
CCOc1cccc(Oc2ccc(C(F)(F)F)cn2)c1 | -21 | 24
CC1C(c2ccccc2)N(C)CCC12NC(=O)NC2=O (configuration not stated) | 25 | 14
CCNc1oc(COc2ccccc2F)nc1C#N | 21 | 16
CC(CC1C(C#N)=C(N)SC(N)=C1C#N)c1ccccc1 (configuration not stated) | -82 | 40
COC(=O)CCC(=O)Nc1ccc(S(=O)(=O)N2CCCCCC2)cc1 | 33 | 30
COCCNC(=O)c1ccc(N(C)S(=O)(=O)c2ccc(OC)c(OC)c2)cc1 | 57 | 8.6
O=C1OCCC1Sc1nnc(-c2ccc3c(c2)OCO3)n1-c1ccccc1 (configuration not stated) | -12 | 23
Cn1c(=O)[nH]c(=O)c2c1nc(CN1CCN(c3ccc(F)cc3)CC1)n2CCCc1ccccc1 | -37 | 28
CCOc1cccc(N2C(=O)CC(N(CCc3ccc(OC)c(OC)c3)C(=O)CC)C2=O)c1 (configuration not stated) | 32 | 13
O=C(Nc1ccc(NC(=O)C2CC2)nc1)c1ccccn1 | -3 | 45
Cc1ccc(Cl)cc1N1CCN(Cc2nc3c(c(=O)[nH]c(=O)n3C)n2CCc2ccccc2)CC1 | -34 | 27
CN(Cc1nc2ccccc2c(=O)[nH]1)CC(O)COCc1ccco1 (configuration not stated) | -20 | 41
Fc1ccc(Cn2nnc(-c3ccc(CN4CCOCC4)cc3)n2)cc1 | -56 | 30
CCn1c(-c2cc3ccccc3cc2O)n[nH]c1=S | -11 | 22
NC(=O)C1C(c2ccccc2)=C1c1ccccc1 | 17 | 15
O=C(NCc1ccncc1)C1COc2ccccc2O1 (configuration not stated) | 55 | 17
CC(=O)Nc1ccc(S(=O)(=O)NC(=O)C23CC4CC(CC(C4)C2)C3)cc1 | -15 | 39
COc1ccc(C(CNC(=O)c2cccnc2SC)N2CCOCC2)cc1 (configuration not stated) | 9 | 16
CCC(=O)c1cc2c(cc1NC(=O)C(C)C)OCCO2 | 34 | 29
CC1=CCC(C(=O)N/N=C/c2cccs2)C(c2ccc(F)cc2)C1 (configuration not stated) | -251 | 126
COc1ccc(CN(C(=O)c2cc3ccccc3oc2=O)C2CCCCC2)cc1OC | -29 | 24
COc1cc(Cl)cc(NC(=O)CCN2CCN(C)CC2)c1 | 21 | 29

(listing goes on)
SMILES | Htt clearance | Htt clearance grain fraction
Cc1csc(NC(=O)c2cc3c(s2)-c2ccccc2OC3)n1 | 48 | 16
CC1=C(C(N)=O)C(c2ccc3c(c2)OCO3)n2nc(-c3cccc(C)c3)nc2N1 (configuration not stated) | 16 | 29
C=CCn1c(Cc2csc(N)n2)nnc1SCC(=O)OCC | 4 | 19
CCCCN(C)CCNC(=O)c1c[nH]c2ccc(S(=O)(=O)N(CC)CC)cc2c1=O | -30 | 48
O=C(NCC(=O)N(c1cccnc1)C(C(=O)NC1CCCCC1)c1cccnc1)c1ccco1 (configuration not stated) | -38 | 26
CCCC(=O)Nc1ccc(Cl)c(NC(=O)c2ccc(Br)o2)c1 | 22 | 16
Cc1nnc(SC(C)C(=O)Nc2ccc3c(c2)OCCO3)s1 (configuration not stated) | 15 | 29
COCCCn1c(SCc2nnc(-c3ccc(OC)c(OC)c3)o2)nnc1-c1ccncc1 | 27 | 14
CC(C)n1c(NCc2nc3ccccc3n2C)nc2ccccc21 | 9 | 16
c1ccc(CCc2nn3c(C4COc5ccccc5O4)nnc3s2)cc1 (configuration not stated) | 27 | 29
COC(=O)c1ccccc1NC(=O)Cn1cnc2c(cnn2-c2ccccc2)c1=O | 13 | 32
CCN(CC)C(=O)CSc1nnc(-c2ccccc2)n1-c1ccccc1 | -40 | 48
CC1CCN(S(=O)(=O)c2ccc3c(c2)CCN3C(=O)CCC(=O)O)CC1 | 7 | 34
CN(c1ccc(C(=O)N2CCCCC2)cc1)S(C)(=O)=O | 34 | 13
COCCNCC(=O)NCC12CC3CC(CC(C3)C1)C2 | 10 | 14
O=C(N/N=C/c1ccc(F)cc1)c1ccc(Br)cc1 | 9 | 30
Cc1nn(C)c(C)c1S(=O)(=O)N(CC(=O)N1CCc2ccccc2C1)c1ccc(C(C)C)cc1 | -258 | 186
O=C(NC1=NCCS1)c1cccc(S(=O)(=O)N2CCCCC2)c1 | 0 | 45
C=CCNC(=O)c1ccccc1NS(=O)(=O)c1ccccc1 | -54 | 29
CCOC(=O)C1CCN(Cc2c(F)cccc2Cl)CC1 | -38 | 64
O=c1c2ccccc2ncn1C1CCCCC1 | 15 | 17
CCOC(=O)c1cn2c3c(c(F)c(F)cc3c1=O)SC(N1CCOCC1)=N2 | 19 | 15
COc1ccc(C(=O)CC(=O)O)c2c1C=CC(C)(C)O2 | 26 | 27
CCOCCCNC(=O)CCNC(=O)c1cc(OC)c(OC)c(OC)c1 | 14 | 29
Cc1ccc(S(=O)(=O)Cc2cccc(C(=O)N3CCOCC3)c2)cc1 | 8 | 18

Continuation:
SMILES | Htt clearance | Htt clearance grain fraction
Cn1c(C(C(=O)NCC2CCCO2)N(C(=O)Cn2nnc3ccccc32)C2CCCCC2)nc2ccccc21 (configuration not stated) | 27 | 28
c1ccc2sc(-c3ccc4c(c3)OCO4)nc2c1 | -16 | 42
COc1ccc(CCn2c(N)c(C#N)c3nc4ccccc4nc32)cc1OC | 20 | 13
Cc1ccc(NC(=O)CCN2CCc3ccccc3C2)cc1 | -6 | 19
CCC(=O)N1CCc2cc(S(=O)(=O)CCC(=O)NCCc3ccc(OC)c(OC)c3)ccc21 | 7 | 33
CCn1c(SCc2ccc(C#N)cc2)nnc1-c1cccc(Cl)c1 | -46 | 30
COc1ccc(Cl)cc1NC(=S)N1CCN(C(=O)c2ccco2)CC1 | 15 | 26
CCCc1c(O)nc(SCCN(CC)CC)[nH]c1=O | 20 | 19
COc1ccc(-c2noc(CN3CCC(Cc4ccccc4)CC3)n2)cc1 | -28 | 25
CC(C)Cn1c(CNC(=O)c2ccccc2)nc2ccccc21 | 18 | 33
O=C(c1ccc2snnc2c1)N1CCCC1 | 27 | 22
CCSc1nnc([C@H](C)NC(=O)OC(C)(C)C)o1 | -34 | 47
COc1ccccc1NC(=O)C1=C(C)Nc2nc(-c3ccccc3)nn2C1c1ccccn1 (configuration not stated) | 41 | 19
c1ccc(Cn2c(SCc3nc4ccccc4s3)nnc2-c2ccco2)cc1 | -29 | 21
CCOC(=O)c1nnn(-c2nonc2N)c1COc1cc(C)c(Cl)c(C)c1 | -30 | 48
COc1ccc(N2C(=O)C3CCCN3C2c2cccc(Br)c2)cc1 (configuration not stated) | -76 | 72
COc1ccc2[nH]c(C)c(CCN3C(=O)OC(C)(C)C3(C)O)c2c1 (configuration not stated) | 66 | 11
CCCOc1ccc(C(=O)Nn2c(C)nc3ccccc3c2=O)cc1 | 43 | 19
C#CCn1cc[n+](CC(=O)N(C)C)c1 | -6 | 30
CCOC(=O)c1cc(-c2ccc(/C=N\n3cnnc3)o2)ccc1Cl | -155 | 47
CCOC(=O)N1CCN(c2c(Nc3ccc4c(c3)OCCO4)c(=O)c2=O)CC1 | -23 | 55
CCC1Oc2ccc(C)cc2N(CC(=O)N(Cc2ccc3c(c2)OCO3)CC2CCCO2)C1=O (configuration not stated) | 16 | 28
O=C(c1ccc(CS(=O)(=O)c2ccc(Br)cc2)o1)N1CCN(c2ncccn2)CC1 | -15 | 57
COc1ccc(Nc2ncc3c(n2)CC(c2ccc(OC)cc2)CC3=O)cc1 (configuration not stated) | -353 | 89
CC(C)(C)c1cc(Br)ccc1OCC(=O)Nc1ncn[nH]1 | -2 | 18

(more compounds)
SMILES | Htt clearance | Htt clearance grain fraction
CC(C)C(c1nnnn1C1CCCC1)N1CCCc2ccccc21 (configuration not stated) | 56 | 7.9
Cc1cc(C)n(C(=O)c2cc3ccccc3c(=O)o2)n1 | -3 | 21
Cc1cccc(-n2ncc3c(NCc4ccccn4)ncnc32)c1 | -54 | 30
CCn1c(COc2cccc(OC)c2)nnc1SCC(=O)Nc1ccccc1C(=O)OC | 37 | 24
COc1nc(Nc2ccc(C(C)C)cc2)nc(OC)n1 | -14 | 20
c1ccc(Cn2c(CNc3nc4ccccc4n3CCN3CCOCC3)nc3ccccc32)cc1 | -4 | 41
CC(Oc1ccc(Cl)cc1Cl)C(=O)NC1CCSC1=O (configuration not stated) | 49 | 8.7
NC(=O)c1ccsc1NC(=O)COC(=O)C1CCCN1C(=O)c1cccs1 (configuration not stated) | 0 | 42
O=C(/C=N/O)NCCCn1ccnc1 | -6 | 22
CSCCC(NS(=O)(=O)c1ccc2c(c1)OCCO2)C(=O)NCCc1ccccn1 (configuration not stated) | 26 | 28
CCCCCCCC(=O)NNC(=O)Cc1ccccc1 | 0 | 30
CC(=O)C1C(c2ccccc2OC(F)F)NC(=O)NC1(O)C(F)(F)F (configuration not stated) | -71 | 62
COc1ccc(C2CC(c3ccc(C)cc3)Nc3nc(N)nn32)cc1 (configuration not stated) | 22 | 30
CCOc1cc(C2C(C(=O)N3CCCCC3)=C(C)NC3=C2C(=O)CCC3)cc(Br)c1O (configuration not stated) | -22 | 26
Cc1ccsc1C(C(=O)NC1CCCCC1)N(C(=O)Cc1cccs1)C1CC1 (configuration not stated) | -42 | 53
CCc1ccc(NC(=O)c2cc(C(C)C)on2)cc1 | -63 | 33
CCCSc1nc(N2CCOCC2)c2c(c1C#N)CC(C)(C)SC2 | -16 | 32
Cc1nn(C)c(C)c1S(=O)(=O)NC1CCCC1 | -9 | 21
CCOC(=O)C(C)n1cnc2c(nnn2Cc2ccc(C)cc2)c1=O (configuration not stated) | 30 | 13
CNCCCOc1ccc(C)cc1Br | -34 | 41
CCOC(=O)N1CCN(C(=O)CSc2nc3c([nH]c4ccccc43)c(=O)n2C)CC1 | 21 | 36
Cc1ccc(-c2nc(NCCN3CCOCC3)c3ccccc3n2)cc1 | -10 | 20
CCc1cc(=O)oc2cc(C)cc(OCc3nn[nH]n3)c12 | 26 | 15
COc1cccc(Nc2nc(-c3sc(NC(=O)CC(C)C)nc3C)cs2)c1 | 20 | 31
CCOc1ccccc1-n1c(SCC(=O)N(CC)CC)nnc1-c1ccccn1 | -41 | 26

Later entries
SMILES | Htt clearance | Htt clearance grain fraction
CCOc1ccc(N2C(=O)CC(/C=C3/N(C)c4ccccc4C3(C)C)C2=O)cc1 (configuration not stated) | 41 | 12
O=C(NCc1ccccn1)c1cccc([N+](=O)[O-])c1 | 12 | 18
O=C(Nc1ccc2[nH]c3c(c2c1)CCCC3)c1ccco1 | -50 | 24
Cc1ccc(C(=O)C(C)OC(=O)C2=COCCO2)cc1C (configuration not stated) | 17 | 29
Cc1scc(C(=O)Nn2cnnc2)c1-c1ccccc1 | -54 | 31
CC1CCN(c2ccc(NC(=O)c3cccnc3)cc2)CC1 | 36 | 13
CCOc1cc(CO)cc(Br)c1OCC(=O)O | -23 | 24
COc1ccc(C2=NOC(C(=O)NCc3ccccn3)C2)cc1OC (configuration not stated) | -15 | 24
CCOc1ccc(NC(=O)CSc2nc3ccccc3c(=O)n2CCNC(C)=O)cc1 | -1 | 38
Cc1ccc2cc(C(c3nnnn3Cc3ccccc3)N3CCc4ccccc43)c(=O)[nH]c2c1 (configuration not stated) | -15 | 35
Cc1ccc2occ(C(c3nnnn3Cc3ccccc3)N3CCOCC3)c(=O)c2c1 (configuration not stated) | 42 | 13
C=CCc1c(C)nc(C)nc1N/N=C/c1ccc(F)cc1 | -5 | 24
CCOC(=O)C1CCCN(c2c(NCCN3CCCCC3C)c(=O)c2=O)C1 (configuration not stated) | -42 | 51
CCOc1ccccc1NC(=O)Cn1nnc(C(=O)Nc2ccccc2Cl)c1N | 18 | 30
COC(=O)c1oc2ccc(Cl)cc2c1NC(C)=O | -68 | 29
CCN(CCCNC(=O)CCCN1C(=O)COc2ccc(C)cc21)c1cccc(C)c1 | -1 | 37
CCOC(=O)/C(=C/Nc1ccccc1)[N+](=O)[O-] | -53 | 66
CC(C)(C)OC(=O)NCCc1nnc(SCC(=O)Nc2cccc(Cl)c2)o1 | -11 | 22
Cc1cc2c(C)nc3ccccc3c2o1 | 34 | 14
CC(=O)CC1(C)OC(N)=C(C#N)C1(C#N)C#N (configuration not stated) | -63 | 34
COC(=O)CSc1nnc(-c2cccc(NC(=O)c3ccc(C)cc3)c2)n1C | -77 | 37
Cc1c(C(=O)NC2CCCc3ccccc32)oc2ccc(S(=O)(=O)N3CCOCC3)cc12 (configuration not stated) | -15 | 35
